# M4 PAM: CHRM4 positive allosteric modulation; P08173; CHO-K1 hM4/Gqi5, Fluo-8 calcium fluorescence, ACh EC20; 0% = ACh EC20, 100% = maximal ACh; activation, % at 3 µM; hit rate 0.4% among 360,000; AID 624126;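 active means activation above its plate's cutoff, the mean activation of sample wells plus 3 SD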; further: some results filed as inactive read as strong as hits
# Target sequence (P08173 whole entry, looked up): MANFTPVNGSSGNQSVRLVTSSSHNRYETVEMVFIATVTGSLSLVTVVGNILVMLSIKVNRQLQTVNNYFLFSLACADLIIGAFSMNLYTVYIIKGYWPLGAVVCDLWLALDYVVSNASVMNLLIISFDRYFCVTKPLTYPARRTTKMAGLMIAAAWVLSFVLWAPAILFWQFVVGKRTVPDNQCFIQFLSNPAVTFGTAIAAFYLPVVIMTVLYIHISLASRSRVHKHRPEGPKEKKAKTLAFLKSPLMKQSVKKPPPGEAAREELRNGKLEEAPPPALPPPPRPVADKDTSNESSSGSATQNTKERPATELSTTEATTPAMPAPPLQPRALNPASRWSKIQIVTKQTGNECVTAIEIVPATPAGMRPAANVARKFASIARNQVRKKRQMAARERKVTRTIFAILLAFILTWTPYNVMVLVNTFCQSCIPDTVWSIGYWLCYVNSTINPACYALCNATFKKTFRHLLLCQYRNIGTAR
# TAAR1 agonist: agonists of human TAAR1. CHO RD-HGA16 TAAR1, Fluo-8 calcium fluorescence; vehicle wells 0%, saturating PEA agonist 100%. hit rate 0.99% among 360,000. Q96RJ0. activation, % at 3 µM. AID 624467;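 active means activation above the mean activation of all test compounds in the run plus 3 SD, cut at about 38% in these data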
# Target sequence (Q96RJ0 whole entry, looked up): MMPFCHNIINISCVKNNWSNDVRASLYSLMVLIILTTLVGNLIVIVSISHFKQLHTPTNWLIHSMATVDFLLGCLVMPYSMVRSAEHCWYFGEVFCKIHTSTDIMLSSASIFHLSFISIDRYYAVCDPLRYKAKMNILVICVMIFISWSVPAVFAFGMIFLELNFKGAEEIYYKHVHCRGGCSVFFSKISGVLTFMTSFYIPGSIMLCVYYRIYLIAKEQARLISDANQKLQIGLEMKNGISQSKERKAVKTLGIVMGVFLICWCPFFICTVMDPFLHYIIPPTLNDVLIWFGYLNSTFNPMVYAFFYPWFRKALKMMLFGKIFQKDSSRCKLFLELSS
#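 Test system: RD-HGA16 (CHO) cells co-expressing Gα16 and hTAAR1; dosing: one-point dosing at 3 µM (nominal); timing: 17-24 h seeding, 75 min 37 °C dye, 30 min RT; signal: kinetic Fluo-8 calcium fluorescence; read-out basis: % activation relative to PEA EC100 response; controls: DMSO and PEA EC100; replicates: n 1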
# CHRM5 PAM: potentiates acetylcholine response at human M5 receptor. P08912. activation, % at 3 µM. CHO-K1 hM5, Fluo-8 calcium, ACh EC20 PAM; 0% = ACh EC20, 100% = ACh EC100. AID 624038. hit rate 0.3% among 360,000;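 active means activation above the run cutoff, the mean activation of all test compounds plus 3 SD, cut at about 18% in these data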
#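 system = human M5 receptor in CHO-K1 cells | compound = one concentration, 3 µM final (nominal) | schedule = Post-acetylcholine fluorescence recording 140 s | signal = Fluo-8 calcium dye fluorescence, kinetic read | benchmarks = low control EC20 acetylcholine (0%), high control EC100 acetylcholine (100%) | repeats = singlicate, one well per test compound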
# CRFBP-R2 agonist: CRF-BP/CRF-R2 complex agonism. HEK293 CRF-R2/CRF-BP, calcium dye fluorescence (FLIPR); percent of saturating CRF peptide response. activation, % at 13.2 µM. AID 588473. hit rate 0.46% among 350,000;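 active means activation of at least 50%, plus an integration ratio under a set limit after plate pattern correction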;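 further: plate controls were neutral control wells without compound for no effect and CRF at EC100 for full effect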
# CHRM5 antagonist: blocks acetylcholine activation of human M5 receptor; CHO-hM5 cells, Fluo-8 calcium fluorescence, ACh EC80; hit rate 0.59% among 360,000; P08912; AID 624040; inhibition, % at 3 µM;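 active means inhibition above a per-plate cutoff, the mean of that plate's test compounds plus 3 SD, cut at about 27% in these data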;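 further: 0% = acetylcholine EC80 with DMSO and 100% = DMSO without agonist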
# CHO-K1 Ca PAM: M1 PAM counterscreen hit in parental CHO-K1 cells. activation, % at 3 µM. AID 602247. ATP EC20, Fluo-8 calcium fluorescence; 0% at ATP EC20, 100% at ATP max. hit rate 0.02% among 360,000;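 active means activation above the run cutoff, the mean activation of all test compounds plus 3 SD, cut at about 40% in these data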;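 further: peak over basal fluorescence ratio in a 140 s read after ATP addition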
# TAAR1 antagonist: human TAAR1 antagonism; CHO RD-HGA16 TAAR1, Fluo-8 calcium fluorescence, antagonist; inhibition, % at 3 µM; hit rate 1.5% among 360,000; AID 624466;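 active means inhibition above a per-plate cutoff, the mean inhibition of test compounds on that plate plus 3 SD, cut at about 49% in these data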;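 further: 0% = DMSO plus EC80 beta-PEA response and 100% = DMSO alone without agonist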
#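 Test system: RD-HGA16 CHO cells with stable hTAAR1 and Gα16 / Probe or stimulus: EC80 β-phenethylamine stimulus / Times: seeding 17-24 h prior, 75-min 37 °C, 30-min RT dye loading / Detection: Fluo-8 calcium-sensitive fluorescence / Read-out basis: % inhibition scaled between DMSO and EC80 PEA controls / Repeats: singlicate, one well per test compound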
# CHRM5 agonist: CHRM5 agonism in calcium assay; P08912; CHO-K1 hM5 cells, Fluo-8 calcium fluorescence; 0% DMSO wells, 100% maximal acetylcholine response; activation, % at 3 µM; hit rate 0.19% among 360,000; AID 624037;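 active means activation above the run's mean over test compounds plus 3 SD, cut at about 23% in these data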;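 further: signal is peak over basal fluorescence ratio across the kinetic read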
# CRFBP-R2 block: antagonists of CRF-binding protein/CRF-R2 receptor complex; HEK293 CRF-R2/CRF-BP, CRF-induced calcium fluorescence; hit rate 0.59% among 350,000; inhibition, % at 11.8 µM; AID 588475;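 active means inhibition of the ligand-induced calcium signal above about 50% at the single tested concentration, limit read from the data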
# An asterisk follows results filed as active; . = not tested or not shown; & = joins results of further samples; ! = a repeat was not active.
SMILES,M4 PAM,TAAR1 agonist,CHRM5 PAM,CRFBP-R2 agonist,CHRM5 antagonist,CHO-K1 Ca PAM,TAAR1 antagonist,CHRM5 agonist,CRFBP-R2 block
O=c1cc[nH]c2c1ccc1c(=O)cc[nH]c12,5,0,3,0.0,0,2,-15,1,6
COC(Cn1cc(C)c(=O)[nH]c1=O)OC,5,-1,10,-2.1,4,22,-12,2,0
COc1ccc(NC(=S)NC(NC(=O)/C=C/c2ccccc2)C(Cl)(Cl)Cl)cc1 (stereo not drawn),-1,17,-8,14,7,14,-2,1,12
O=S1(=O)CCOC[C@H](c2ccccc2)N1Cc1cccc(Cl)c1,1,1,-1,-1.1,6,-4,-12,-1,9
O=C(O)C1=CCNCC1,3,0,-7,0.4,1,18,4,2,2
COc1ccc(C(=O)NC2CCN(CC(=O)NCc3cccc(OC)c3)CC2)cc1,-7,2,7,-1.6,7,2,-1,-1,1
Cc1oc2ccc(OC(=O)N3CCOCC3)cc2c1C(=O)OC(C)C,-1,14,-2,0.2,6,-5,10,1,-37
CN(Cc1ccccc1)S(=O)(=O)c1ccc(OCC(=O)N2CCC(C(N)=O)CC2)cc1,5,-3,-2,-1.3,9,22,2,-1,4
Cc1cc(C)nc(SCc2n[nH]c(=S)n2C)n1,1,3,-2,-1.6,2,2,9,-1,-8
CN(C)CCCC(C)(O)C(Cc1ccccc1)c1ccccc1 (stereo not drawn),-8,3,-3,-0.8,0,3,-3,-5,-12
O=S(=O)(c1ccccc1)N(CC(F)(F)F)c1ccc(C(O)(C(F)(F)F)C(F)(F)F)cc1,-8,5,-12,.,2,9,20,-1,.
Cc1ccc(C2Nc3ccccc3C(=O)N2CCN2CCNC2=O)cc1 (stereo not drawn),-8,1,-1,0.8,-1,10,-2,2,-18
O=C1CCC[C@@H]2Cc3nc4ccccc4cc3[C@@H]3CCN1[C@H]23,10,1,-1,-1.3,12,-12,5,0,5
CC1CCc2c(sc(NC(=O)c3ccc(Cn4cc([N+](=O)[O-])cn4)o3)c2C#N)C1 (stereo not drawn),6,3,6,-1.3,3,1,11,-1,9
Cc1ccccc1C(=O)Nn1cnc2ccccc2c1=O,0,13,0,-2.2,-12,12,3,-1,28
Cc1cc2c(c(=O)n1Cc1cccnc1)C(c1cccs1)C(C#N)=C(N)O2 (stereo not drawn),7,6,10,-1.0,-12,8,7,-1,4
O=C(Nc1ccc([N+](=O)[O-])cn1)C1CC1,1,1,-2,1.3,-6,11,-4,-1,-28
CCCCNC(=O)C1CC(=O)N(c2ccc(OC)cc2)C1c1ccc(OC)cc1 (stereo not drawn),4,2,12,0.4,-1,19,7,-8,-6
CN(C)c1ccc(C(CNS(=O)(=O)c2ccc3ccccc3c2)N2CCOCC2)cc1 (stereo not drawn),-5,3,-3,-2.4,1,-35,-6,2,-6
COc1nc(N)c(S(=O)(=O)c2ccc(C)cc2)cc1C#N,-4,9,2,0.1,-4,2,16,3,-3
CCN1CCN(CCC(=O)Nc2cc(OC)cc(OC)c2)CC1,-4,2,0,-0.3,-1,11,-16,1,5
O=C(Nc1ncccc1O)c1cccc(S(=O)(=O)N2CCCc3ccccc32)c1,-2,0,-1,0.5,-3,-13,4,-1,3
CCCn1c(-c2cccs2)nc2nc3ccccc3nc21,-4,16,-5,-2.9,7,17,2,-4,5
COC(=O)[C@H]1C[C@@]2(O)CN(S(=O)(=O)c3ccc(C)cc3)C[C@@]2(OC(=O)Nc2cccs2)C[C@H]1C(=O)OC,1,2,2,0.6,-8,13,-13,1,-10
Cc1n[nH]c(C)c1CCC(=O)N/N=C/c1c[nH]c2ccccc12,4,8,2,0.0,2,11,6,4,-5
CC(C)(C)OC(=O)N1CCC2(CC1)Oc1ccc(F)cc1C(=O)C21CC(c2ccccc2)=NO1 (stereo not drawn),-8,4,-11,2.6,18,9,5,-1,2
CCOc1ccc(S(=O)(=O)Nc2cc(S(=O)(=O)N(CC)CC)ccc2N2CCCC2)cc1,-10,-2,-2,0.4,2,-12,-13,-5,9
Cc1ccccc1OCc1n(CC(=O)OC2CC(C)CCC2C(C)C)c2ccccc2[n+]1C (stereo not drawn),-17&-25,47*,-19&-31,11&-0.9,44*!,4&12,31,-9&-16,-120&-13
Cc1cccc2c1cnn2C(=O)Nc1ccc(Br)cc1F,-1,2,2,-1.0,5,-6,-22,-3,-3
ON=C1CCC2CCCCC2C1 (stereo not drawn),1,2,1,0.2,-1,9,-19,5,-31
CC(C)=CCCC(C)CCO (stereo not drawn),10,1,-3,-0.6,0,-6,7,0,-7
O=C(C1CC(c2ccc(F)cc2)=NO1)N1CCc2ccccc2C1 (stereo not drawn),-1,0,-2,-2.0,-10,16,0,-1,-22
Cc1ccc(CNC(=O)C(C(=O)NCc2ccc(C)o2)c2ncc(C(F)(F)F)cc2Cl)o1,6,-2,3,-1.8,7,21,9,-5,-9
Cc1cccc(N2CCN(S(=O)(=O)c3c(C)nc4scc(C)n4c3=O)CC2)c1C,7,-2,1,0.2,2,22,2,0,4
CN(Cc1nc(-c2cccnc2)no1)S(=O)(=O)c1ccc(Br)cc1,9,3,-9,-2.6,1,-7,6,-3,2
CC1CCN(C(=O)COC(=O)Cn2cnc3ccccc32)CC1,14,2,3,6.9,-7,19,-21,1,21
Cc1ccc(CS(=O)(=O)Cc2ccc(C(=O)NCC3CCCO3)o2)cc1 (stereo not drawn),1,-2,0,-0.6,3,-2,3,3,2
Cc1sc2nc(-c3cccnc3)nc(Cl)c2c1-c1ccccc1,6,1,-6,1.5,0,20,8,-4,-45
CCOC(=O)C1=C(C)N=c2s/c(=C\c3ccc(OCC(=O)O)cc3)c(=O)n2C1c1ccc(Cl)cc1 (stereo not drawn),4,9,-3,2.6,-12,-2,4,1,4
CC1(C)CC(=O)c2cc(OCC(=O)NCCN3CCOCC3)ccc2O1,3,14,-2,-1.2,2,18,-20,0,4

# CHRM5 antagonist: entries above that show a hit
compound	M4 PAM	CHRM5 PAM	CRFBP-R2 agonist	CHRM5 antagonist	CHRM5 agonist	CRFBP-R2 block
Cc1ccccc1OCc1n(CC(=O)OC2CC(C)CCC2C(C)C)c2ccccc2[n+]1C (stereo not drawn)	-17&-25	-19&-31	11&-0.9	44*!	-9&-16	-120&-13

# (more compounds)
SMILES,M4 PAM,TAAR1 agonist,CHRM5 PAM,CRFBP-R2 agonist,CHRM5 antagonist,CHO-K1 Ca PAM,TAAR1 antagonist,CHRM5 agonist,CRFBP-R2 block
O=C(CCN1C(=O)/C(=C/c2ccccc2Cl)SC1=S)N1CCOCC1,-1,0,-7,-0.8,10,5,-41,-1,3
Cn1c(SCC(=O)NC2CCCC2)nnc1-c1cccs1,10,0,0,-0.4,-4,-3,6,-3,2
CC1=CN2C(=N)/C(=C/c3ccc([N+](=O)[O-])o3)C(=O)N=C2S1,-3,22,-2,56*,2,19,25,1,-112
CCOC(=O)C1=C(C)N(CCCC(=O)O)C(=O)NC1c1ccc2ccccc2c1 (stereo not drawn),15,1,0,-2.5,10,26,-8,1,-4
CCCCOc1ccc(N(CC(=O)NC(C)(C)C)C(=O)CCC(=O)Nc2nccs2)cc1,-1,15,-2,0.4,6,-9,-9,-11,-7
COc1ccc(NC(=O)CSc2nnc(C)n2N)cc1S(=O)(=O)N1CCCCC1,2,1,-2,-0.6,8,-6,-14,0,12
CC1CCCN(S(=O)(=O)c2ccc(NC(=O)C3CC(=O)N(C(C)(C)C)C3)cc2)C1 (stereo not drawn),11,1,-2,4.9,4,-9,-17,-2,-2
COc1ccc(NC(=O)C2C3CC/C=C\CCC32)cc1 (stereo not drawn),0,-2,-1,-1.0,5,-8,-6,0,4
CCOC(=O)C(C(=O)Nc1cccc(C)n1)C1CCCCC1 (stereo not drawn),6,6,-7,-0.6,-1,9,7,1,-9
Cc1nnc(NC(=O)Cn2c(=O)sc3ccccc32)s1,-4,3,3,0.3,0,26,-17,2,9
C#CCOCCOCCOCCNc1nc(N2CCOCC2)nc(N2CCN(C(=O)[C@H](CCCN=C(N)N)n3cc(C(N)[C@@H](C)CC)nn3)CC2)n1 (stereo partly drawn),4,7,-4,0.1,-4,-11,10,3,-11
O=C(NNc1nc2ccccc2o1)c1ccccc1,0,2,3,0.6,2,20,9,-1,-2
N#Cc1cnc(NOCc2ccc(Cl)cc2)nc1,-2,1,0,-3.1,-5,-6,2,-2,3
Cc1cc(C)n2nc(-c3ccc(F)cc3)cc2n1,11,0,-1,7.8,4,19,-16,0,5
Cn1c(CN2CCN(C(=O)c3ccc(F)cc3)CC2)nc2cc([N+](=O)[O-])ccc21,10,3,6,0.4,3,-10,-15,-4,10
O=C(CSc1ccsc1[N+](=O)[O-])NCCc1ccccc1,-1,21,-7,-0.1,2,10,-3,-9,11
COc1ccc(C(=O)N/C(=C\c2cn(S(=O)(=O)N(C)C)c3ccccc23)C(=O)NC(C)C)cc1,0,8,-1,12,8,11,4,3,-98
O=C(O)COc1ccccc1/C=C1\SC(=O)N(Cc2ccc(F)cc2)C1=O,-6,1,1,3.0,-13,-3,-27,0,-24
CC(C)=CCN1CCN(Cc2ccoc2)CC1CCO (stereo not drawn),-18,-1,-1,0.7,15,-2,-2,1,10
COC(=O)C1=C(CS(=O)(=O)c2cc(Cl)ccc2OC)NC(=O)NC1c1ccc(O)c(OC)c1 (stereo not drawn),7,2,0,-1.3,10,19,-4,-3,1

# Given field by field: 2 of the compounds above.
> Cn1c(CN2CCN(C(=O)c3ccc(F)cc3)CC2)nc2cc([N+](=O)[O-])ccc21
  M4 PAM: 10 | TAAR1 agonist: 3 | CHRM5 PAM: 6 | CRFBP-R2 agonist: 0.4 | CHRM5 antagonist: 3 | CHO-K1 Ca PAM: -10 | TAAR1 antagonist: -15 | CHRM5 agonist: -4 | CRFBP-R2 block: 10

> Cc1nnc(NC(=O)Cn2c(=O)sc3ccccc32)s1
  M4 PAM: -4 | TAAR1 agonist: 3 | CHRM5 PAM: 3 | CRFBP-R2 agonist: 0.3 | CHRM5 antagonist: 0 | CHO-K1 Ca PAM: 26 | TAAR1 antagonist: -17 | CHRM5 agonist: 2 | CRFBP-R2 block: 9

# Additional compounds:
SMILES,M4 PAM,TAAR1 agonist,CHRM5 PAM,CRFBP-R2 agonist,CHRM5 antagonist,CHO-K1 Ca PAM,TAAR1 antagonist,CHRM5 agonist,CRFBP-R2 block
CC(=O)c1sc(NC(=O)COc2ccc(Cl)cc2Cl)nc1C,0,0,1,-0.1,2,19,8,1,-1
COc1ccc(S(=O)(=O)N(CC(=O)N/N=C/c2cccs2)c2ccc(C)cc2)cc1OC,-5,11,-9,4.4,3,-3,40,0,-39
Cc1ccc(S(=O)(=O)N2CCCCC2)cc1NC(=O)CCN1C(=O)C2CC=CCC2C1=O (stereo not drawn),4,3,3,-0.1,4,24,-2,2,8
CCOC(=O)c1cc(-c2ccc(Cl)cc2)nc2c1c(C)nn2CCC#N,13,5,-3,1.0,5,10,19,-2,-23
